AGP1 TOR yeast: modulators of AGP1-GFP expression in yeast TOR pathway, primary screen, cell-based, multiplex flow cytometry, S. cerevisiae, MLPCN library; 3 h; GFP as percent of DMSO wells; GFP response vs DMSO, % at 10 µM; hit rate 0.02% among 320,000; AID 2066, 2009;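 active = GFP response relative to DMSO above a set limit, near screen average plus 3 SD, cut at about 150% in these data; inconclusive = fewer than 70 cells counted for the yeast strain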;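 also: median GFP channel fluorescence of the gated AGP1 strain per well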
CIT2 TOR yeast: modulators of CIT2-GFP expression in yeast, primary screen, S. cerevisiae, GFP fusion, multiplex flow cytometry, MLPCN library. S. cerevisiae CIT2-GFP strain, 3 h; 100 means same as DMSO wells. GFP response vs DMSO, % at 10 µM. hit rate 0.065% among 320,000;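 active = GFP response relative to DMSO above a set limit, near the screen mean plus 3 SD, cut at about 150% in these data; inconclusive = Fewer than 70 cells measured for a yeast strain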;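 also: ratio of well median GFP fluorescence to mean of DMSO wells on the plate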
MEX-5 binding: MEX-5 zinc finger RNA-binding disruptors – biochemical, C. elegans, fluorescence polarization, MLPCN library, primary screen; Zinc finger protein mex-5 (Caenorhabditis elegans), Q9XUB2; MEX-5/FITC-TCR2 RNA binding; hits give low values; activity score (negative = inhibition of binding), % at 10 µM; hit rate 0.38% among 300,000; AID 1832, 2009;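 active = inhibition past about -25% in most replicates, and total fluorescence under double the plate's negative control median, limit read from the data; inconclusive = replicates evenly split on the limit, or fluorescence at least double controls; inactive = too little inhibition in most replicates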;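 also: 0% = DMSO and -100% = 5 µM competing unlabeled TCR2 RNA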
GRK2 inh: compounds blocking aptamer binding on GRK2 – biochemical, human GRK2, bead flow cytometry, HTS, primary screen; FAM-aptamer displacement from GRK2; AID 488847, 2010; Beta-adrenergic receptor kinase 1 (Homo sapiens), P25098; inhibition of aptamer binding, % at 10 µM; hit rate 0.59% among 330,000;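 active = inhibition of aptamer binding above 40%, roughly 3 SD of noise, on plates passing a quality check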;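 also: median bead fluorescence of bound FAM aptamer so fluorescent compounds give negative values; no value below 0 was filed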
MCL1-BIM inh: inhibitors of MCL1 binding to BIM-BH3, primary screen, biochemical, fluorescence polarization | hit rate 0.68% among 320,000 | inhibition, % at 10.9 µM | GST-MCL1 / FITC-Bim-BH3 fluorescence polarization;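 active = inhibition above the mean inhibition of all tested compounds plus 3 SD, set per campaign, cut at about 40% in these data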;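 also: 0% = DMSO wells and 100% = unlabeled Bim-BH3 peptide control; higher means more loss of mP so more displacement of Bim peptide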
VLA-4 inh: inhibition in human VLA-4 binding assay, primary screen, VLA-4 allosteric modulator project, MLPCN library, flow cytometry, VLA-4 expressing cells | Integrin alpha-4 (Homo sapiens), P13612 | ligand binding flow cytometry | inhibition, % (about 7 µM as worked out from the volumes in the protocol) | hit rate 0.2% among 330,000 | AID 2557, 2010; in the data active = inhibition above about 50%
Target sequence (P13612 whole entry, looked up): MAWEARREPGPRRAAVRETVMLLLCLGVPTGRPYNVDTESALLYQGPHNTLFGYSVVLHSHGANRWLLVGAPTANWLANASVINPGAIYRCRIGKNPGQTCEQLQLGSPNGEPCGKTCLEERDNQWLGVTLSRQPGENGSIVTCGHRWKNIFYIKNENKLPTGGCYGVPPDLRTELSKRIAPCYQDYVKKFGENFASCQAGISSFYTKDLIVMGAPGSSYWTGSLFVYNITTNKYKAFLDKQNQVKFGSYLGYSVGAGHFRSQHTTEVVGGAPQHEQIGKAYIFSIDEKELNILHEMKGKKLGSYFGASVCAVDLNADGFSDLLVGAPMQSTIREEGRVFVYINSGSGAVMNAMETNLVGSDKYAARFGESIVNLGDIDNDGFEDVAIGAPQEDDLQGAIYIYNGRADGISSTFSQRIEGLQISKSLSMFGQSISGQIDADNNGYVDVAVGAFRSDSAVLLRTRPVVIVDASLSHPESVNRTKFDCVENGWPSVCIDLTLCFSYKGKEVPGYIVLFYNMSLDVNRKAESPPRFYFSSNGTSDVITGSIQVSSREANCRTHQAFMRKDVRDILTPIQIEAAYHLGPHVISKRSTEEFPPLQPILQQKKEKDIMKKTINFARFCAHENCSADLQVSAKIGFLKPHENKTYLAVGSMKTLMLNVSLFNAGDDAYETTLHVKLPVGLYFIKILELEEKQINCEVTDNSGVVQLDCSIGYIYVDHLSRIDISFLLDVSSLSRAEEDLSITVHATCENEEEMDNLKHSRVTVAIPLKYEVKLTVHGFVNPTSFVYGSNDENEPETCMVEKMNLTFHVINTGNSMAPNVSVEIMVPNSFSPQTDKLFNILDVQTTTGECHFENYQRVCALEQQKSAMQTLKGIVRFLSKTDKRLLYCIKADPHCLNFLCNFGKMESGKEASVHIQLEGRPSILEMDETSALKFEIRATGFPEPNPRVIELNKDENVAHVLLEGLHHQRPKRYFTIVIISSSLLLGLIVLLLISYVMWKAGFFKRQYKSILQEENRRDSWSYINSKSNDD
Bcl-xL primary: inhibitors of human Bcl-xL, primary screen, biochemical, fluorescence polarization, HTS. Bcl-2-like protein 1 (Homo sapiens), Q07817. AID 2129, 2009. hit rate 0.7% among 320,000. inhibition, % at 10.9 µM. GST-Bcl-xL / FITC-Bim BH3 peptide fluorescence polarization;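 active = inhibition above the mean of all tested compounds plus 3 SD, cutoff set per campaign, cut at about 30% in these data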;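 also: 0% = DMSO wells and 100% = unlabeled Bim-BH3 peptide competitor; inhibitors lower millipolarization by displacing the labeled peptide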
Fam108B inh: mouse Fam108B serine hydrolase inhibitors, primary screen, counter-screen for RBBP9 inhibitor project, biochemical, fluorescence polarization; recombinant Fam108B, FP-Rh probe fluorescence polarization; inhibition, % at 9.51 µM; hit rate 0.33% among 300,000;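 active = inhibition above the screen mean inhibition plus 3 SD, computed separately per campaign, cut at about 18% in these data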;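 also: inhibitors lower polarization as less probe binds the enzyme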
GLD-1 TGE inh: GLD-1/TGE RNA complex disruptors, primary screen, biochemical, fluorescence polarization | Female germline-specific tumor suppressor gld-1 (Caenorhabditis elegans), Q17339 | purified GLD-1 + fluorescein TGE RNA | inhibition, % at 5.96 µM | hit rate 0.44% among 320,000 | AID 2280, 2010;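 active = percent inhibition above a per-plate cutoff, the plate mean of test compounds plus 3 SD, cut at about 30% in these data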;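 also: 0% = DMSO wells with GLD-1 and probe and 100% = wells lacking GLD-1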
Active calls of the source: *; ? = inconclusive; · = not tested or not shown. Compounds as they come; any-hit rate near 2.2%.

Values run as follows: CIT2 TOR yeast	AGP1 TOR yeast	Bcl-xL primary	MCL1-BIM inh	VLA-4 inh	MEX-5 binding	Fam108B inh	GRK2 inh	GLD-1 TGE inh
> CC(C(=O)NC1CC1)c1ncc(C(F)(F)F)cc1Cl (centres undefined)
    104	106	-4	-2	-2	0.5	-2	1	-7
> O=[N+]([O-])c1ccc(CNCc2cc(Cl)ccc2O)cc1
    102	112	2	-10	37	·	2	1	1
> O=C1CCN=C(Nc2ccc(F)cc2)N1Cc1ccccc1
    103	·	4	4	11	1.7	7	0	2
> CC(C)c1ccc(C(=O)NCCCN2CCN(CCCNC(=O)c3ccc(C(C)C)cc3)CC2)cc1
    97	91	9	4	20	1.9	2	0	4
> CCOC(=O)CC(NS(=O)(=O)c1ccc(OC)c(OC)c1)c1cccc([N+](=O)[O-])c1 (centres undefined)
    100	103	2	12	-5	0.3	-4	0	6
> COc1ccccc1N(C(=O)CNC(=O)c1ccco1)C(C(=O)NC1CCCCC1)c1ccncc1 (centres undefined)
    109	106	-8	-3	4	-0.4	-4	1	9
> O=S(=O)(/N=C(/Nc1cccc2ccccc12)c1ccccc1)c1ccc(Br)cc1
    108	102	3	-6	0	-0.1	-15	0	6
> Brc1ccc(-c2nnc3n2-c2ccccc2CC3)cc1
    93	95	0	-1	11	-1.3	-2	1	5
> CCCCCn1c(=O)c(C(=O)c2ccccc2)nc2ccccc21
    97	102	8	10	-5	2.4	3	0	7
> CCCN(CCC)CCNC(=O)C1CC(=O)N(c2ccc(OC)cc2)C1c1ccc(OC)cc1 (centres undefined)
    103	110	10	3	22	1.2	0	2	1
> CC(=O)c1cnn(-c2ccc(Cl)c(Cl)c2Cl)c1C
    87	102	1	7	22	-1.3	-2	0	4
> CCOc1ccc(CNC(=O)C2CCN(S(=O)(=O)CC)CC2)cc1OC
    63	73	5	0	18	0.5	-2	1	1
> Cc1cccn2c(NCc3ccc4c(c3)OCO4)c(-c3ccc(O)cc3)nc12
    99	104	5	8	6	-1.9	1	1	2
> Cc1ccc(-c2n[nH]c(=S)n2/N=C/c2ccc(C)o2)cc1
    99	93	-21	-17	33	-2.5	-3	1	6
> CCOc1ccccc1Nc1cc(C)nc2nnnn12
    95	101	5	3	-12	0.3	-2	1	6
> COc1cc(CN2CCC(Cc3ccccc3)CC2)cc([N+](=O)[O-])c1O
    114	104	2	3	-14	-4.1	2	3	11
> O=C(NC(Cc1ccccc1)C(=O)O)/C(=C\c1ccc(Br)cc1)NC(=O)c1ccc(Br)o1 (centres undefined)
    111	106	2	9	-2	-1.3	0	0	0
> CC1CCC(C#N)(N(C)C(=O)CSc2nnc(C3CC3)n2C2CC2)CC1 (centres undefined)
    91	92	-2	-2	10	·	·	1	12
> Cc1[nH]n(-c2ccccc2)c(=O)c1/C=N/N(c1ccccc1)c1ccccc1
    107	99	-1	4	1	1.2	1	2	1
> NNC(=O)CSc1nc(-c2ccccc2)cn1-c1ccccc1
    101	112	0	7	5	1.8	2	2	1
> CCN(CC)C(=O)CSc1nnc(-c2ccco2)n1Cc1ccco1
    102	102	-2	4	-8	-1.3	-3	3	10
> CCC(C)(C)c1ccc(OCCCC[n+]2ccc(C)cc2)c(C(C)(C)CC)c1
    95	92	8	14	4	4.9	1	0	7
> C/C(Cn1cnc([N+](=O)[O-])n1)=N\NC(=O)c1cccnc1
    109	84	1	11	5	0.0	5	4	0
> CCC(=O)Nc1c(-c2ccc3ccccc3c2)nc2ccccn12
    100	94	4	5	6	3.4	3	0	4
> CCCNC(=O)C1CCN(S(=O)(=O)c2ccc(-c3nn[nH]n3)cc2)CC1
    96	86	4	6	2	-2.3	2	2	-2
> CCOc1ccccc1C(=O)NCC(=O)N(C)Cc1cccnc1
    100	94	-1	-10	-2	1.6	-1	3	1
> O=S(=O)(NCCCN1CCOCC1)c1ccc(F)c(Cl)c1
    90	102	0	-1	14	·	·	0	0
> Cc1nc2sccn2c(=O)c1S(=O)(=O)N1CCN(c2cccc(C(F)(F)F)c2)CC1
    114	105	-1	1	-8	4.3	2	0	12
> CCN(CC)CC(O)COc1ccccc1C(=O)CCc1ccccc1 (centres undefined)
    96	109	2	2	25	0.8	2	0	2
> COc1ccc(C(=O)COC(=O)c2ccc(-n3cnnn3)cc2)c(OC)c1
    96	107	-2	-8	16	1.3	-5	2	0
> CCc1cccc(OCC(=O)Nc2ccc(S(=O)(=O)Nc3onc(C)c3C)cc2)c1
    104	106	5	4	-18	0.8	1	4	2
> CCn1c(SCC(=O)Nc2ccccc2)nc2c1c(=O)n(C)c(=O)n2C
    103	97	1	5	4	-3.8	-2	0	-2
> CCn1c(CN2CCOCC2)nnc1SCC(=O)Nc1cccc(C)c1
    106	99	1	-4	-5	2.9	1	0	6
> CC(C)(C)Nc1nc(N2CCCC2)nc(N2CCCC2)n1
    104	96	4	-2	3	0.6	1	1	8
> COc1ccc(C)cc1-n1nnnc1SCC(=O)c1cc(C)n(Cc2ccco2)c1C
    102	99	4	-1	-8	0.2	4	0	2
> COc1ccccc1NC(=O)CN1CCN(CC(=O)Nc2cc(NC(C)=O)ccc2OC)CC1
    101	100	1	1	-1	2.7	7	3	-1
> COc1cc(Cc2nccc3cc(OC)c(OC)cc23)c(NC(C)=O)cc1OC
    98	100	6	10	7	4.0	8	0	4
> CC(=O)Nc1nonc1-c1nc2ccccc2n1Cc1ccccc1
    97	98	4	7	7	-1.0	5	2	8
> CCOc1cc(S(=O)(=O)N2CCN(c3ccc(F)cc3)CC2)c(OCC)cc1-n1cnnn1
    105	97	-3	-1	7	0.7	4	0	-1
> CC1Cc2ccccc2N1C(=O)Cn1c(=O)oc2cc(S(=O)(=O)NC3CCCC3)ccc21 (centres undefined)
    102	106	3	-6	-20	4.7	-4	1	11
> O=S(=O)(/N=C(/Nc1cccnc1Cl)c1ccccc1)c1ccccc1
    93	98	·	·	6	·	·	0	2
> O=C(O)CC(NC(=O)C12CC3CC(CC(C3)C1)C2)c1cccc([N+](=O)[O-])c1 (centres undefined)
    97	100	1	2	12	-4.4	-1	0	8
> O=C(CN(C(=O)c1csnn1)c1ccccc1F)NC1CCCCC1
    109	108	10	17	-15	-2.3	-3	1	6
> O=C(Nc1cccc(-c2nc3ncccc3o2)c1)c1cc2ccccc2o1
    78	82	0	-2	-14	-0.6	-13	0	6
> CSc1cccc(NC(=O)C2CCN(S(=O)(=O)c3cnc[nH]3)CC2)c1
    112	109	-5	-2	12	-3.6	0	1	4
> O=C1c2ccccc2N2C(=O)c3ccccc3[C@H]2N1c1ccccc1
    91	100	1	-6	16	0.7	-2	1	3
> Cc1[nH]c2ccccc2c1C(=O)C(=O)Nc1ccc2c(c1)OCCO2
    95	93	4	8	13	-1.4	3	1	11
> C/C(CC(=O)Nc1ccc(N(C)C)cc1)=N\NC(=O)c1ccc(Cl)cc1Cl
    111	102	-1	2	1	0.4	-2	1	7
> Cc1cccc(NC(=O)CSc2nnc(CNC(=O)c3ccco3)n2C)c1
    120	106	-2	1	7	-1.5	0	0	0
> CC(C)CCN1CCN(Cc2cccn2-c2ccc(Cl)cn2)CC1CCO (centres undefined)
    105	99	2	-1	11	-5.8	-1	2	-4
> COC(=O)/C=C(\Oc1ccccc1)C1(O)CCCCC1
    113	128	1	2	-1	-2.8	0	0	7
> Cc1cc(C)n(CCN(C)C(=O)C2CCC(=O)N(CCc3cccc(F)c3)C2)n1 (centres undefined)
    95	96	-3	-3	-96	-0.9	3	0	5
> CCOc1ccc(NC(=O)CSc2nnc(C3CC3)n2C)cc1S(=O)(=O)N1CCCCC1
    93	96	-6	-6	1	·	·	2	4
> S=C1NC2(CCCCC2)Cc2ccccc21
    107	101	2	7	16	2.3	-4	2	2
> COc1ccc(N(C=O)C(C(=O)Nc2c(C)cccc2C)c2ccccc2)cc1 (centres undefined)
    110	121	1	0	17	3.1	1	0	3
> CC(C)N1CCN(Cc2ccc(-c3ccccc3)cc2)CC1CCO (centres undefined)
    109	100	0	-7	1	17	2	0	4
> CC(C)CC1=NN(C(=O)c2ccncc2)C(O)(C(F)(F)F)C1 (centres undefined)
    ?	?	4	6	1	3.0	2	7	3
> O=C(O)C1=C[C@H](c2ccc(C(F)(F)F)cc2)C[C@H](OCc2ccc(CO)cc2)O1
    64	82	-2	-6	8	2.0	3	2	-5
> CN(CC(=O)NC1CCCCCCC1)S(=O)(=O)c1cccc2cccnc12
    102	103	4	6	-17	0.7	-1	4	5
> COc1ccc(C2=NOC(C(=O)Nc3ccc4c(c3)OCO4)C2)cc1 (centres undefined)
    91	92	·	·	22	-1.5	·	1	·

Remaining list, next part:
Values run as follows: CIT2 TOR yeast	AGP1 TOR yeast	Bcl-xL primary	MCL1-BIM inh	VLA-4 inh	MEX-5 binding	Fam108B inh	GRK2 inh	GLD-1 TGE inh
> CSc1nn2c(C(F)(F)F)cc(C(F)(F)F)nc2c1C(=O)O
    102	113	5	-1	16	-1.2	1	4	11
> COc1cccc(C(=O)Nc2cnn(C(C)C)c2)c1
    101	103	6	7	2	-1.3	-3	0	-1
> O=[N+]([O-])c1c(-c2cn[nH]c2)n[nH]c1-c1cn[nH]c1
    108	102	5	2	-8	-6.1	-3	4	3
> Cc1ccc2c(c1)Oc1ccc(NC(=O)CCl)cc1C(=O)N2
    100	90	2	-2	3	-0.4	-24	41*	0
> Cc1ccc(Nc2nc(-c3ccc(F)cc3)cs2)nc1
    108	104	·	·	2	2.5	·	0	·
> Cc1ccc2nc(C(O)C(O)c3nc4ccc(C)cc4[nH]3)[nH]c2c1 (centres undefined)
    99	102	9	16	2	2.6	-1	0	10
> O=C(CSc1n[nH]c(=O)n1Cc1ccco1)c1ccc2c(c1)OCCO2
    88	88	0	-5	10	0.1	3	1	-9
> CC(C)(C)OC(=O)NCCCCCNC(=O)c1nc[nH]c1C(=O)N1CCN(C(=O)OC(C)(C)C)CC1
    92	95	6	6	0	·	·	0	3
> CSc1ccc(/C=C/C(=O)OCC(=O)NC2CCS(=O)(=O)C2)cc1 (centres undefined)
    93	100	2	-2	0	·	·	4	0
> O=C(CSc1ccccc1)Nc1cc(Cl)ccc1Oc1ccccc1
    107	105	3	0	3	-7.3	-6	0	-4
> COC(=O)c1ccncc1C(=O)Nc1ccc(Oc2ncc(C(F)(F)F)cc2Cl)cc1
    107	100	5	-6	50*	0.6	-2	5	-1
> COc1ccc(CCN2C(=O)CC(NNC(=O)c3ccccc3Br)C2=O)cc1 (centres undefined)
    114	111	0	2	-10	-2.7	1	1	4
> CCOc1cc(/C=N/NC(=O)N/N=C/c2ccc(O)c(OCC)c2)ccc1O
    122	118	10	13	23	0.8	-2	3	8
> CCOC(=O)CN(C(=O)CSc1nnc(Cc2ccccc2)n1-c1ccc(C)cc1)c1ccccc1
    114	105	-1	-4	24	4.8	3	0	11

From PubChem BioAssay
